# CRFBP-R2 block = antagonists of CRF-BP/CRF-R2 complex, primary screen, cell-based, HEK293, calcium dye fluorescence, uHTS; inhibition, % at 11.8 µM; AID 588475, 2011; actives 0.59% (n = 350,000); CRF-induced calcium fluorescence;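 active = inhibition of the ligand-induced calcium signal above about 50% at the single tested concentration, limit read from the data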
# IMP-1 inh = IMP-1 metallo-beta-lactamase inhibitors, primary screen, biochemical, epi-absorbance readout, Pseudomonas aeruginosa enzyme. purified IMP-1, nitrocefin hydrolysis, epi-absorbance fluorescence. inhibition, % at 5.6 µM. actives 0.45% (n = 290,000). metallo-beta-lactamase IMP-1 (Pseudomonas aeruginosa). AID 1556, 2009;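 active = inhibition above the mean plus 3 SD of all compounds in the same screening run, cut at about 4.5% in these data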;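 note: 0% = IMP-1 with DMSO and 100% = DMSO wells lacking enzyme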
#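 Assay system: purified recombinant IMP-1 beta-lactamase. Input: IMP-1 0.2 nM before substrate addition. Buffer or medium: Zinc- and detergent-supplemented HEPES buffer, pH 7.1. Schedule: 25 °C, 15 min preincubation, 25 min reaction. Signal: Epi-absorbance fluorescence, 480 nm excitation, 530 nm emission. Evaluation: percent inhibition from optical density relative to buffer-blank wells.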
# IDE cell activ = human IDE activators in live cells, primary screen, fluorescence polarization, HEK cells, FAbeta-B substrate; Insulin-degrading enzyme (Homo sapiens), P14735; FAbeta-B cleavage; 0% vehicle, 100% cell-free pure enzyme wells; activation, % at 5.96 µM; actives 0.073% (n = 340,000); AID 493087, 2011;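 active = activation above the mean of all tested compounds plus 3 SD, set per screening campaign, cut at about 17% in these data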
# VIM-2 inhibitor = VIM-2 metallo-beta-lactamase inhibitors, primary screen, biochemical, epi-absorbance readout, Pseudomonas aeruginosa enzyme. purified VIM-2, nitrocefin hydrolysis, epi-absorbance fluorescence. inhibition, % at 5.6 µM. actives 0.89% (n = 290,000);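 active = inhibition above the mean of all tested compounds plus 3 SD, cutoff set per screening run, cut at about 7.5% in these data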;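 note: red hydrolysis product quenches plate fluorescence so inhibitors raise well fluorescence; 0% = enzyme with DMSO and 100% = DMSO without enzyme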
# IDE inh = human IDE inhibitors in live cells, primary screen, fluorescence polarization, HEK cells, FAbetaB substrate; Insulin-degrading enzyme (Homo sapiens), P14735; FAbetaB cleavage; inhibition, % at 5.59 µM; actives 0.41% (n = 320,000);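 active = percent inhibition above the average of all tested compounds plus 3 SD, set per screening campaign, cut at about 16% in these data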;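 note: IDE supplied by intact live HEK cells; FP after avidin binding of uncleaved biotin substrate so inhibition keeps polarization high; 0% = DMSO wells and 100% = 60 µM reference IDE inhibitor Ii1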
# GalR3 antagonist = GalR3 antagonists in HEK293 cells, primary screen, cell-based, fluorescence readout; AID 651719, 2012; Galanin receptor type 3 (Homo sapiens), O60755; actives 0.44% (n = 360,000); HEK293 GalR3-CNG cAMP membrane potential fluorescence; galR3 body fused to GalR1 C-terminus; inhibition, % at 3 µM;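 active = inhibition above the screen-wide average plus 3 SD, cut at about 13% in these data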;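 note: forskolin and galanin both at EC90 stimulate the cells; cAMP rise reported by CNG channel membrane potential dye signal; 0% = forskolin plus galanin with DMSO and 100% = forskolin alone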
# UBC9 SUMO inh = inhibitors of in vitro SUMOylation cascade, primary screen, biochemical, HTRF, uHTS; HTRF SUMOylation assay, SAE1/SAE2 + UBC9; actives 0.36% (n = 290,000); inhibition, % at 35 µM; AID 2006, 2009; in the data active = inhibition above about 50%, passing the limit was not always enough; note: strong numbers were not always called active
# p-CIP stab down = p/CIP-EGFP fusion destabilizers, primary screen, fluorescence, F442A cells; Q05BA5; decrease of EGFP signal, % at 10 µM; 16 h; actives 0.01% (n = 290,000);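 active = EGFP signal decrease of at least 30% at 10 µM or well 3 SD below plate mean, unless failing retest; inactive = the rest, including hits failing retest or dose response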; note: some compounds called inactive have numbers as strong as hits; many of its hits are not listed in these tables
# Target sequence (Q05BA5 1-1403): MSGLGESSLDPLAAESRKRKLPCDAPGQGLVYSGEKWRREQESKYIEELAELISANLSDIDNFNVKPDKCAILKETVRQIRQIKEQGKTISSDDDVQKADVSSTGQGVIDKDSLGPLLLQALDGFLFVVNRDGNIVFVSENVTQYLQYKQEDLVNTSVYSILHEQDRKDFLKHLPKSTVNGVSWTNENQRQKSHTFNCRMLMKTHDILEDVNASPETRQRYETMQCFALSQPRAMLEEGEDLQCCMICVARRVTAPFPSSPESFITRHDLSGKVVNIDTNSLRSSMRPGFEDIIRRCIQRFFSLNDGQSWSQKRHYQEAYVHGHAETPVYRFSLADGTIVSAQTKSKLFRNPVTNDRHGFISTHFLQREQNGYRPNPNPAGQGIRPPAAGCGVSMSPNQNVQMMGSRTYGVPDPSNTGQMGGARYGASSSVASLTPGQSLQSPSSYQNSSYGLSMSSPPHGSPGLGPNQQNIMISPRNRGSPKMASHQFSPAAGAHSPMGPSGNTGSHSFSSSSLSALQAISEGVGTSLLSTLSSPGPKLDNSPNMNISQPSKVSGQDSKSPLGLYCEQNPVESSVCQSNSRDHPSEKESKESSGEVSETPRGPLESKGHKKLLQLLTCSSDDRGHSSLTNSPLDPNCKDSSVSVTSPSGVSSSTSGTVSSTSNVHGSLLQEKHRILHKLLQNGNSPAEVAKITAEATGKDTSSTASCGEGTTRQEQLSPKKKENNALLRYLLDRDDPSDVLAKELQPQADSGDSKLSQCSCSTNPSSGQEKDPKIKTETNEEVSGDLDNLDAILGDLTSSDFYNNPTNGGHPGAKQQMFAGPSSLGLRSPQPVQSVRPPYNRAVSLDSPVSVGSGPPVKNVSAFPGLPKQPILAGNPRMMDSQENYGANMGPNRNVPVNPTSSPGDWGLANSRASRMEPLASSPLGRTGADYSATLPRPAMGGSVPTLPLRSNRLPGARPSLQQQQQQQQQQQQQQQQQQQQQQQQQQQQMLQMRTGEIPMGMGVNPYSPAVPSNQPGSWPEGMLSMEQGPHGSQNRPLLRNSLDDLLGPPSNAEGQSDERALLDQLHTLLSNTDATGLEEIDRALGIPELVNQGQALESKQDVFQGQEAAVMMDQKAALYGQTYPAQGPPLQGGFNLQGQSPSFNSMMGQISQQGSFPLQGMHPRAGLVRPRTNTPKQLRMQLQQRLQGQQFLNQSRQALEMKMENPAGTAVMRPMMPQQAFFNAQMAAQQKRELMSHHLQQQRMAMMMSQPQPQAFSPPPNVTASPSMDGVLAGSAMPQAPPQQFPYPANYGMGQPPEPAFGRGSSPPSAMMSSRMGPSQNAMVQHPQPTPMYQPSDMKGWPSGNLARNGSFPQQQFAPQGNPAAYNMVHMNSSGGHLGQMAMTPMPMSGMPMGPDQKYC
# NS3 helicase inh = inhibitors of HCV NS3 helicase, primary screen, biochemical, Cy5 molecular beacon fluorescence; NS3 helicase DNA unwinding; inhibition, % at 10.9 µM; actives 0.56% (n = 290,000); AID 1800, 2009;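 active = inhibition above the mean of all tested compounds plus 3 SD, set per campaign, cut at about 35% in these data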;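 note: 0% = DMSO wells and 100% = thioflavine S control wells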
#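 assay system = NS3 helicase fragment of HCV | buffer or medium = MOPS pH 6.5, MgCl2, DTT, Tween20, BSA | timing = 60 min unwinding reaction at 25 °C after ATP addition | signal = Cy5 beacon fluorescence read at start and 1 h | read-out basis = % inhibition of unwinding | control set = low DMSO, high thioflavine S at 110 µM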
# Numbers without * were called inactive; nt = no result given. Random draw from the library; about 3.2% have a hit in one of these screens.
CRFBP-R2 block	IMP-1 inh	IDE cell activ	VIM-2 inhibitor	IDE inh	GalR3 antagonist	UBC9 SUMO inh	p-CIP stab down	NS3 helicase inh	Molecule
-6	nt	4	nt	-1	-2	nt	nt	nt	CCOc1ncccc1C(=O)Nc1cc(S(=O)(=O)N2CCCCC2)ccc1OC
nt	-1.6	nt	0.6	0	nt	9	-12	-4	COC(=O)c1nc(NC(C)=O)n[nH]1
6	-0.8	5	-0.1	0	0	5	0	4	NCCCC[C@@H](C(=O)N1CCNCC1)n1cc(CCC(=O)O)nn1
-4	-4.1	1	-0.2	-3	-9	1	9	-3	O=C(c1cc(-c2cccc(O)c2)on1)N1CCCCCC1
52*	-1.3	6	-1.5	-7	2	28	-1	1	CCN(C(=O)CCc1nnc2ccc(N3CCC4(CC3)OCCO4)nn12)c1ccccc1
1	1.2	6	-2.4	11	-4	-5	2	1	CC(=O)Nc1ccccc1C(=O)N1CCN(c2cccc(C)c2C)CC1
-5	-0.8	-2	1.5	5	-4	-4	-5	10	NC(=O)c1c(NC(=O)C2CCCO2)sc2c1CCCC2 (centres undefined)
-7	-3.4	-2	-0.2	2	-9	0	11	-7	O=C(c1ccc(CNS(=O)(=O)c2ccc(Br)cc2)cc1)N1CCCCCC1
-29	-1.0	7	-1.0	8	-6	9	-2	54*	COc1ccc(OC)c(NC(=O)CN2C(=O)C3(OCCCO3)c3ccccc32)c1
-15	0.6	5	0.3	-2	-3	6	8	10	O=C(NCC1CCCO1)c1cc(-c2ccccc2)nc2ccccc12 (centres undefined)
9	nt	6	nt	1	-3	nt	nt	nt	CCN(C1CCCCC1)S(=O)(=O)c1cc2c3c(c1)CCN3C(=O)CC2
1	-1.3	7	-1.4	1	-2	-6	-5	-36	COC(=O)c1c(NC(=O)COc2ccc(Cl)cc2Cl)sc2c1CC(C)(C)NC2(C)C
14	-1.6	1	0.3	-4	-5	-4	-3	5	O=c1[nH]c(SCC2CCCCO2)nc2ccccc12 (centres undefined)
-13	-2.1	1	0.2	-6	nt	4	-12	0	C=CCn1c(Cn2nnc3ccccc32)nnc1SCC(=O)N/N=C/c1cc(Br)cc(OC)c1O
1	-1.5	-3	-1.1	4	-6	-8	5	2	C=CCn1c(SCC(=O)NCC)nc2sc3c(c2c1=O)CCC3
-8	-3.2	0	-2.2	3	0	1	5	2	O=C(Nc1ccccc1)OCc1cnc(Cl)s1
2	nt	2	nt	-2	-15	nt	nt	nt	CC(C)(C)OC(=O)CNC(=O)c1[nH]cnc1C(=O)NC1CCNCC1
2	-0.7	4	-1.1	0	-5	9	0	0	Cc1ccc(S(=O)(=O)Nc2ccc3c(c2)n(C)c(=O)n3C)cc1
37	-0.8	6	-4.3	3	-3	-13	-12	-5	CC1CC(C)CN(c2oc(Cc3ccccc3)nc2C#N)C1 (centres undefined)
5	-0.8	2	0.7	-3	-11	-3	12	-3	CCOCCCNC(=O)c1cc(Sc2ccc(C)cc2)nc2ccccc12

# More records follow.
CRFBP-R2 block	IMP-1 inh	IDE cell activ	VIM-2 inhibitor	IDE inh	GalR3 antagonist	UBC9 SUMO inh	p-CIP stab down	NS3 helicase inh	Molecule
-6	-2.3	-1	-4.7	3	-4	12	-19	-5	S=C(NCc1ccccc1)Nc1ccncc1
0	-3.0	5	1.5	2	6	-11	-4	2	Cc1cc2c(ncn2Cc2ccccc2)c(NS(C)(=O)=O)c1C
6	nt	-4	nt	1	-2	nt	nt	nt	CCOc1ncccc1C(=O)NNC(=O)c1cccc(S(=O)(=O)Nc2ccccc2OC)c1
-7	-1.8	7	-2.5	4	2	21	0	5	COc1ccsc1C(=O)N1CCN(Cc2ccc3c(c2)OCO3)CC1
0	-1.5	2	18*	1	-6	22	3	19	CCN(CC)CCNC(=O)c1cc2c(=O)n(C)c3ccccc3c2s1
1	-3.9	3	-3.8	4	-8	12	-8	-12	O=C(Nc1ccc(Cl)cc1)Nc1ccc(-c2cnco2)cc1
2	-2.1	4	-2.7	4	-2	-3	-7	0	COc1ccc(C(=O)Nn2c(SCC(=O)NCc3ccccc3)nc3ccccc3c2=O)cc1
28	-3.6	-3	-2.6	4	4	-24	-3	-9	CCOc1ccc(OCC)c(S(=O)(=O)NCCCN2CCOCC2)c1
-24	-0.3	4	-0.8	3	-9	-6	8	-23	Cn1ncc2c(Nc3ccc(Br)cc3)nc(Nc3ccc(Br)cc3)nc21
-2	-2.9	-16	-2.0	17*	-7	16	-4	-6	CCOc1ccc(Nc2ccnc3cc(Cl)ccc23)cc1
-1	nt	0	nt	0	9	nt	nt	nt	O=C(Nc1ccc(S(=O)(=O)N2CCCC2)cc1)c1cncc(Br)c1
18	-4.8	-6	-4.6	-2	-5	4	-14	-1	CCN(Cc1ccncc1)Cc1nc(CC2CC2)no1
5	-3.2	6	0.6	-6	-4	12	-9	6	Cc1cnc(SCc2cnc(C)nc2N)nc1
2	-5.0	5	-6.3	0	3	-6	-8	21	Fc1ccc(COc2cccc(-c3n[nH]c(=S)o3)c2)cc1
-26	-2.7	2	-1.3	-1	-6	1	-10	2	CCOC(=O)CN1N=C(/C=C/c2ccc(C(C)C)cc2)CCC1=O
-2	-0.6	6	0.0	0	-6	18	8	0	CC(C)C(=O)Nc1cc(-c2nc3ncccc3o2)ccc1Cl
12	-0.3	4	-0.3	3	-1	-2	-11	6	CSc1ccc(CCNC(=O)CSc2ccsc2[N+](=O)[O-])cc1
3	-3.4	-5	-2.8	7	-1	-7	-10	-1	COc1ccc(C/C(C)=N/NC(=S)Nc2ccc(C)c(C)c2)cc1
2	0.1	4	-3.1	-1	-5	-17	5	21	O=C1NCC(=O)N2C(c3ccccc3)c3[nH]c4ccccc4c3C[C@@H]12 (some centres undefined)
-8	-1.6	-3	-0.7	-7	-6	14	-6	-3	Cc1ccc(S(=O)(=O)N(CC2CO2)c2cccc([N+](=O)[O-])c2)cc1 (centres undefined)

# Other compounds follow:
CRFBP-R2 block	IMP-1 inh	IDE cell activ	VIM-2 inhibitor	IDE inh	GalR3 antagonist	UBC9 SUMO inh	p-CIP stab down	NS3 helicase inh	Molecule
-64	-3.4	-1	-4.3	3	1	9	-10	-10	O=C(/C=C1\NC2(CCCC2)Cc2ccccc21)C(=O)N/N=C/c1ccccc1O
14	-3.5	6	-3.4	-1	-3	4	2	10	CC(=O)N/C(=C\c1ccc(F)cc1)C(=O)OC(C)C
21	-2.5	1	-0.6	-1	-9	15	-3	-11	CCCc1ccc(OCC(O)CN2CCN(C(=O)OCC)CC2)cc1 (centres undefined)
4	-1.1	3	-0.1	-3	-3	-2	-3	0	Nc1ccc(C(=O)N2CCN(S(=O)(=O)c3ccc4c(c3)OCCO4)CC2)cc1[N+](=O)[O-]
12	-3.6	-5	-1.0	7	-1	-1	-14	-7	C=CCOC(=O)/C(=C/c1cccc2ccccc12)NC(=O)c1ccccc1
4	nt	3	nt	-3	-5	nt	nt	nt	CC(Sc1ncccn1)C(=O)NNC(=O)c1cccc(Cl)c1 (centres undefined)
14	-1.5	1	-2.9	-5	-10	-3	0	12	CN(C)C(CNC(=O)c1ccccc1C(F)(F)F)c1ccco1 (centres undefined)
40	-3.2	5	-0.9	-2	-9	0	-3	-46	Cc1cc(C)cc(NC(=O)CN2CCC(NC(=O)c3ccccc3F)CC2)c1
-7	0.0	4	0.5	3	-5	5	9	6	O=C(CCN1C(=O)COc2ccccc21)NCc1cccnc1
8	-2.5	2	-4.8	1	-9	-6	-11	2	CCOC(=O)CCCNC(=O)CSc1nnc(-c2ccccc2)c(-c2ccccc2)n1
1	-5.0	2	-2.5	-8	-6	4	-3	10	N#C/C(=C(/O)COc1ccccc1)c1nnc2n1CCCCC2
-21	-3.2	0	0.4	-1	-6	-2	-1	6	CCOc1ccc(/C(O)=C2/C(=O)C(=O)N(CCCN3CCOCC3)C2c2ccc(F)cc2)cc1C (centres undefined)
8	-1.2	-5	-0.7	0	-1	-3	-3	5	COc1ccc(NC(=O)C2CCN(S(=O)(=O)c3ccccc3)CC2)cc1
2	-1.2	3	-0.2	1	-3	-10	-8	1	CC(C)c1ccc(NC(=S)Nc2ccc3cn[nH]c3c2)cc1
26	-0.9	0	0.4	5	0	13	-4	-14	CC(=O)OC1CCC2(C)C(COc3ccc4ccc(=O)oc4c3)C(C)(O)CCC2C1(C)C (centres undefined)
-15	-1.8	9	1.0	3	-3	10	-6	3	CCOC(=O)c1cccc(NC(=O)C(NS(=O)(=O)c2ccc3c(c2)CCN3C(C)=O)C(C)C)c1 (centres undefined)
2	-0.5	3	1.5	-6	-4	7	-7	0	COc1ccc(CN(C)C(=O)c2ccncc2)c(OC)c1
-2	-4.2	0	-1.7	0	0	3	-10	3	O=C(NN1C(=O)C2C3C=CC(C4CC34)C2C1=O)c1ccc(Br)cc1 (centres undefined)
5	-2.9	-2	-2.0	-2	-6	8	-15	1	CC(=O)c1ccc(NC(=O)Nc2ccncc2)cc1
7	nt	-3	nt	13	-5	nt	nt	nt	Cc1ccc(Cn2c(CCNc3nc(-c4ccc(C)cc4)cs3)nc3cc(C(=O)NCCCO)ccc32)cc1

# Other entries
CRFBP-R2 block	IMP-1 inh	IDE cell activ	VIM-2 inhibitor	IDE inh	GalR3 antagonist	UBC9 SUMO inh	p-CIP stab down	NS3 helicase inh	Molecule
-11	nt	4	nt	-1	-6	nt	nt	nt	CCCCCCC[C@@H](C/C=C/CCC(=O)N(C)C/C(=C/Cl)C/C(=C\C(=O)N1C[C@H](O)CC1=O)OC)OC
-2	-3.8	1	-2.8	10	1	-9	-8	-4	CCN(CC(=O)Nc1c(F)cccc1F)C(=O)CNC(=O)c1ccc(C)s1
-10	-1.3	4	-2.5	-1	-5	-19	-6	1	O=C1CC(c2ccco2)c2ccc3ccccc3c2N1 (centres undefined)
-15	-6.0	3	-2.1	-2	2	-7	5	-3	O=C(Nc1ccc(Cl)cc1C(=O)NCCN1CCOCC1)c1ccco1
20	-4.5	4	-2.3	1	-5	-9	8	10	CCn1nccc1C(=O)Nc1ccc(Cl)cc1Cl
6	nt	1	nt	1	-7	nt	nt	nt	C[C@@H]1CN([C@@H](C)CO)C(=O)c2cccc(NS(C)(=O)=O)c2O[C@H]1CN(C)C(=O)Nc1ccc(F)cc1
-1	-1.9	9	-2.1	-3	0	14	-3	2	Brc1ccccc1/C=N/Nc1ccccn1
-2	-4.2	1	-1.8	nt	0	3	1	9	COc1cc2[nH]c(=O)c(C(=O)NCc3ccc(F)cc3)c(O)c2cc1OC
-20	-3.0	5	-1.4	9	5	20	2	1	O=C(N/N=C/c1ccco1)C1CC1
-77	-1.0	3	-1.1	-2	-2	8	-16	10	Cc1cc(C(=O)COC(=O)CNC(=O)c2ccco2)c(C)n1Cc1ccco1
